High-throughput results from PubChem.
USP1-UAF1 inh – Inhibitors of USP1/UAF1: Primary Screen. hit rate 0.23% among 390,000. Ubiquitin carboxyl-terminal hydrolase 1 (Homo sapiens), O94782. recombinant USP1/UAF1, Ub-Rhodamine cleavage fluorescence. Potency, µM (titrated, usually from 57.1 µM), for the others: top-dose activity change, negative = inhibition, hits mostly inhibitors; note: potency is the fitted concentration of half-maximal effect; % is set by controls: 0 for no effect and ±100 for the full control effect; nearly all actives have a fitted effect of over 60% in size; inactives centre near -12
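USP1/UAF1 complex (1 nM) preincubated 15 min at room temperature with compound, then Ub-Rho substrate (150 nM final) added. Kinetic fluorescence at 480/540 nm over 6 reads at 60 s intervals; 50 mM HEPES pH 7.8, 0.5 mM EDTA, 0.1 mg/ml BSA, 1 mM TCEP, 0.01% Tween-20.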
Tb PGK inh – qHTS Assay to Find Inhibitors of Phosphoglycerate Kinase. Phosphoglycerate kinase, glycosomal (Trypanosoma brucei brucei), P07378. PGK/GAPDH coupled, Kinase-Glo luminescence, 60 min. Potency, µM (series often up to 57.5 µM), without a hit: top-dose activity change, negative = inhibition, hits mostly inhibitors. hit rate 0.043% among 380,000; note: potency is the fitted concentration of half-maximal effect; % is set by controls: 0 for no effect and ±100 for the full control effect; nearly all actives have a fitted effect of over 60% in size
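Luminescent ATP detection (Kinase-Glo Plus) follows a 60-minute room-temperature incubation, with wells lacking PGK as controls. Buffer: 100 mM TEA (pH 7.6), 5 mM MgCl2, 0.01% Tween-20. Coupling enzyme GAPDH (100 nM final) supplies unstable 1,3-BPG in-well.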
mIDH1 inhibitor – qHTS for Inhibitors of mutant isocitrate dehydrogenase 1 (IDH1): qHTS; Isocitrate dehydrogenase [NADP] cytoplasmic (Homo sapiens), O75874; IDH1-R132H enzyme, NADPH consumption, diaphorase/resazurin fluorescence; Potency, µM (series often up to 76.6 µM), without a hit: at the top dose activity change, negative = inhibition, usual class: inhibitors; hit rate 0.093% among 390,000; note: potency is the fitted concentration of half-maximal effect; % is set by controls: 0 for no effect and ±100 for the full control effect; nearly all actives have a fitted effect of over 65% in size
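IDH1-R132H (0.5 ug/mL) preincubated 30 min with compound, then NADPH (0.016 mM) and alpha-KG (2 mM) added; 80 min at RT, pH 7.5. Remaining NADPH coupled via diaphorase/resazurin to fluorescence (540/590 nm); concentration-response curves normalized to no-enzyme control.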
TrxR1 substrate – qHTS Assay for Substrates of Mammalian Selenoprotein Thioredoxin Reductase 1 (TrxR1): qHTS | purified TrxR1 substrate turnover, NADPH consumption readout | hit rate 0.01% among 390,000 | Potency, µM (series often up to 114 µM), inactives show at the top dose activity change, negative = substrate turnover | Thioredoxin reductase 1, cytoplasmic (Rattus norvegicus), O89049; note: potency is the fitted concentration of half-maximal effect; % is set by controls: 0 for no effect and ±100 for the full control effect; nearly all actives have a fitted effect of over 50% in size
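Rat TrxR1, dispensed at 90 nM, was prereduced with 400 uM NADPH (final) for 5 min at ~22 deg C, then incubated with compound 15 min before 400 uM selenite. A first-read NADPH fluorescence drop versus no-compound background flagged substrates.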
Pin1 inh – qHTS Assay to Find Inhibitors of Pin1 | hit rate 0.009% among 390,000 | Potency, µM (highest dose often 115 µM), for the others: at the top dose activity, negative = inhibition, most hits filed as inhibitors | Peptidyl-prolyl cis-trans isomerase NIMA-interacting 1 (Homo sapiens), Q13526 | Pin1 FP peptide displacement, HiFluor488, 10 min; active = well fitted inhibition curve with a large enough effect in the polarisation, with a control signal flat, not every such curve was filed as active; inconclusive = small, poorly fitted or top-dose-only effect, or effect the other way, or a change in a side signal; inactive = no such curve, though single readings can be large or run the other way; the % refers to the polarisation; note: potency is the fitted concentration of half-maximal effect; % is set by controls: 0 for no effect and ±100 for the full control effect
Target sequence (Q13526 whole entry, looked up): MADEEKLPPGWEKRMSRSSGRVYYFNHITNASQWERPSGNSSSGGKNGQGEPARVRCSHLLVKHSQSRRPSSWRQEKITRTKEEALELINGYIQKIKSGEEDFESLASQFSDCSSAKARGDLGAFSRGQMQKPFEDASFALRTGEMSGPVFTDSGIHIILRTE
TrxR1 inh – qHTS Assay for Inhibitors of Mammalian Selenoprotein Thioredoxin Reductase 1 (TrxR1): qHTS | hit rate 1% among 390,000 | Potency, µM (series often up to 114 µM), without a hit: top-dose activity change, negative = inhibition, usual class: inhibitors | AID 588453, 2011 | recombinant rTrxR1, NADPH fluorescence consumption, selenite substrate; note: potency is the fitted concentration of half-maximal effect; % is set by controls: 0 for no effect and ±100 for the full control effect; nearly all actives have a fitted effect of over 65% in size
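Rat TrxR1 (90 nM in the dispensed reagent) was pre-reduced with 400 uM NADPH for 5 min at room temperature, then incubated with compound for 15 min. After 400 uM selenite was added, NADPH fluorescence (Ex 340/Em 450 nm) was followed for 8 min.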
GLS inh – qHTS for Inhibitors of Glutaminase (GLS) | GLS enzymatic activity, qHTS titration | hit rate 0.21% among 410,000 | Potency, µM (highest dose often 45.5 µM), inactives show top-dose activity change, negative = inhibition, most hits filed as inhibitors; note: potency is the fitted concentration of half-maximal effect; % is set by controls: 0 for no effect and ±100 for the full control effect
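Coupled fluorescence readout: glutamate oxidase/HRP/Amplex Red detect glutamate formed by hKGA from L-glutamine (1 mM solution added). Buffer 45 mM KH2PO4 pH 8.2, 0.02% Tween-20; reads at t0 and 30 min RT.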
PI4K2A inh – qHTS for small molecular inhibitors of PI4K2A. activity change, negative = inhibition, % at 76.9 µM. hit rate 0.13% among 420,000. purified PI4K2A, ADP-Glo luminescence, 1 h; active compounds read low. Phosphatidylinositol 4-kinase type 2-alpha (Homo sapiens), Q9BTU6; in the data active = activity change below about -50%; inconclusive = mostly about -30% to -49%;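 note: -100% = wells without enzyme as full effect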
Target sequence (Q9BTU6 whole entry, looked up): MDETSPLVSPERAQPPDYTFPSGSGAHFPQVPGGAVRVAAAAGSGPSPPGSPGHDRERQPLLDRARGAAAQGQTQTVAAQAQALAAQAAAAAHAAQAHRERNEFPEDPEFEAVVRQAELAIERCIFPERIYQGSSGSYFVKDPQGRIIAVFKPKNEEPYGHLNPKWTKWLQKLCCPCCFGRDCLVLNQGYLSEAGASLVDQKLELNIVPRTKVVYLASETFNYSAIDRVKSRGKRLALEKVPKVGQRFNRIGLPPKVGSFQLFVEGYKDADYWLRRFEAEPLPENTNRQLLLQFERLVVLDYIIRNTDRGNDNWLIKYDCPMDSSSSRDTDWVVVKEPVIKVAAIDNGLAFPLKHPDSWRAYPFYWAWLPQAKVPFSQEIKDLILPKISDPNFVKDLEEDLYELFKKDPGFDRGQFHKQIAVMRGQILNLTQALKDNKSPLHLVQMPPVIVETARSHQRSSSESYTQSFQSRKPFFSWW
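ADP-Glo luminescence measured ADP generated by PI4K2A enzyme (4 ug/mL before mixing) with 1.2 mM PI substrate (pre-mix) and 300 microM ATP (pre-mix). Tris pH7.5 buffer with MgCl2, Triton X-100; 1 h reaction at ambient temperature.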
HP1b binding inh – HTS for Inhibitors of HP1-beta Chromodomain Interactions with Methylated Histone Tails; Chromobox protein homolog 1 (Homo sapiens), P83916; AlphaScreen HP1-beta / biotin-H3K9me3 peptide binding; Potency, µM (titrated, usually from 114 µM), for the others: top-dose activity change, negative = inhibition, usual class: inhibitors; hit rate 0.56% among 390,000; note: potency is the fitted concentration of half-maximal effect; nearly all actives have a fitted effect of over 70% in size; inactives centre near 23
Target sequence (P83916 whole entry, looked up): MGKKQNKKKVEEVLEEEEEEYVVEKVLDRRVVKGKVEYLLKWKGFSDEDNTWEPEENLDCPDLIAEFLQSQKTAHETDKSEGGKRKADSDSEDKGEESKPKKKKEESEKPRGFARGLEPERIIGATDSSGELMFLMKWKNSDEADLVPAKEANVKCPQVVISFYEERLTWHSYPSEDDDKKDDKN
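HP1-beta protein (50 nM final) preincubated 30 min at room temperature with biotinylated H3(1-18)K9me3 peptide (50 nM) in PBS pH 7.4, 0.01% Tween-20, then compound added for 30 min. AlphaScreen streptavidin donor/nickel chelate acceptor beads (10 ug/mL final), 30 min dark, luminescence read.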
The depositor's hits bear a star; i = inactive; ? = inconclusive; . = not tested or not shown; & = joins results of further samples; [ ] = dose if it differs, or a comment. Unless noted, calls come from the whole dose curve; as a rule, active = well fitted curve in the direction sought with a large enough effect; inconclusive = small, poorly fitted or top-dose-only effect, or another doubt; inactive = no such curve, though single readings can be large; an effect the other way counts as inactive or inconclusive. Only part of the results is shown, so the mix of outcomes need not match the whole.

SMILES	USP1-UAF1 inh	Tb PGK inh	mIDH1 inhibitor	TrxR1 substrate	Pin1 inh	TrxR1 inh	GLS inh	PI4K2A inh	HP1b binding inh
Cc1ccc(Cl)cc1Nc1nc(N2CCOCC2)nc(N2CCOCC2)n1	-12%	-7%	7%	-2%	-1%	19%	2%	-4	46%[activator]
Cc1cc(OCC(=O)NC(Cc2c[nH]c3ccc(O)cc23)C(=O)O)c2c(C)c(C)c(=O)oc2c1 (centres undefined)	-18%	5%	-9%	47%[activator]	?	5%	-26%	-4	27%
Cc1cccc(OCC(=O)NNC(=O)c2cc(S(=O)(=O)N(C)C)ccc2N2CCCC2)c1	-18%	-3%	-10%	-4%	-12%	-4%	10%	9	30%
CCCCN(C(=O)CSc1nnc(Nc2ccccc2)s1)c1c(N)n(CCC)c(=O)[nH]c1=O	-9%	3%	-3%	-6%	0%	2%	7%	-2	37%
O=C(C1=C[C@H](c2coc3ccccc3c2=O)C[C@H](OCCCCO)O1)N1CCN(Cc2ccccc2)CC1	-17%	-8%	5%	3%	0%	-5%	0%	-2	41%[activator]
Cc1ccccc1Cc1n[nH]c(=S)n1N	-5%	-4%	9%	-7%	-5%	-30%	2%	1	?
CC(=O)Nc1ccc(/C=C/c2ccc3cccc([N+](=O)[O-])c3n2)cc1	-13%	i	2%	-11%	1%	5%	1%	5	14%
CCOC(=O)c1nc2cc3n(c(C)c-2c1C)C(C)C(C)=C3C (centres undefined)	-15%	-7%	8%	135%[activator]	-1%	?	-28%	-8	24%
CCOc1ccccc1N1CC(C(=O)Nc2cccc(S(=O)(=O)N3CCCCC3)c2)CC1=O (centres undefined)	-2%	-7%	10%	11%[57.1 µM]	-3%	32%[57.1 µM]	12%	-7	-16%
Cc1ccc(-c2nn(-c3ccccc3)cc2C(=O)N2CCOCC2)cc1C	-15%	-8%	19%	-5%[57.1 µM]	-1%	-2%[57.1 µM]	2%	0	1%
O=c1c2ccccc2ncn1CCc1ccncc1	-8%	-7%	-1%	4%[11.4 µM]	-10%	6%[11.4 µM]	5%	-2	10%
CN(C)CCCNC(=O)C[C@H]1C[C@H](C(=O)N2CCOCC2)[C@@]2(CCC3CCCC3)c3[nH]c4cc(-c5ccco5)ccc4c3CCN2C1=O	-27%	4%	1%[38.3 µM]	25%	1%	16%	0%	-7	-4%
C=C(C)C(=O)OCCCCCCOc1ccc(C(=O)O)cc1	1%	?	2%	8%	-17%	16%	?	-27	?
COc1cc(/C=C/C(=O)O)cc(S(=O)(=O)Nc2cc(C(F)(F)F)ccc2N2CCOCC2)c1OC	-20%	-6%	-6%	1%	5%	-22%	-5%	0	36%
CCC1CCCCN1C(=O)c1sc2nc(C)nc(N(CC)CC)c2c1C (centres undefined)	-13%	-1%	7%	-3%	2%	5%	0%	-1	42%
COc1ccc(Cc2noc(CN3CCN(C4CCc5ccccc5C4)CC3)n2)cc1OC (centres undefined)	?	-5%	-8%	-2%	8%	9%[57.1 µM]	0%	2	4%
COc1ccccc1/C=C/C(=O)OCC(=O)NNC(=O)c1ccccc1	1%	-2%	-3%	17%	1%	-14%	22%	5	18%
Cc1cc(C)c2oc(-c3ccc(C)c(NC(=S)NC(=O)/C=C/c4ccco4)c3)nc2c1	-11%	i	8%	5%[57.1 µM]	11%	-7%[57.1 µM]	8%	0	6%
COc1cc(Cl)c(C)cc1NC(=O)c1cccc(OC)c1OC	-16%	-7%	-5%	10%	?	22%	11%	8	87%[activator]
Cc1ccc(C)c(-n2c(-c3ccco3)n[nH]c2=S)c1	2%	-3%	0%	5%[2.29 µM]	3%	-10%[57.1 µM]	-4%	-4	-23%
COc1ccccc1N1CCN(C(=O)c2c(-c3ccccc3)noc2C)CC1	-13%	2%	9%	-8%	-5%	-3%	9%	4	8%
NC(=O)c1ccc(SCC(=O)OCC(=O)NCC2CCCCC2)c([N+](=O)[O-])c1	-14%	-4%	2%	-8%	-1%	-9%	1%	0	14%
CC(C)c1nnc(NC(=O)COc2ccc3c(c2)OCO3)s1	-27%	-9%	6%	0%	6%	5%	0%	1	-24%
Cc1ccc(NC(=O)CCC(=O)OC(C(=O)c2ccc(C)c(C)c2)c2ccccc2)c(C)c1 (centres undefined)	-27%	i	4%	-8%	-3%	9%	0%	-2	27%
COc1cc(O)c(C(CC(=O)N2CCCCC2)c2cc(OC)c(OC)c(OC)c2)c(OC)c1 (centres undefined)	-23%	-2%	5%	3%&7%	4%&0%	13%&14%	14%	0	40%&52%[activator]
Cc1cccc(NC(=O)CN(C)S(=O)(=O)c2ccc(-c3ccc(=O)[nH]n3)s2)c1C	-21%	-14%	-13%	3%	15%	12%	-5%	-5	43%[activator]
CC1(C)CC(=O)C=C(c2ccc(Cl)c(C(F)(F)F)c2)C1	-21%	i	-6%	-4%	3%	14%	-4%	-3	49%[activator]
CCOC(=O)c1c(-c2ccc(Br)cc2)csc1NC(=O)c1ccc(C(C)(C)C)cc1	21%	11%	0%	-2%	2%	-12%	2%	-1	47%[activator]
Cc1ccccc1C(=O)Nc1ccc2c(c1)CCCN2C(=O)c1cccs1	-23%&7%	-15%&4%	3%&28%	-3%	4%&8%	9%	-2%&3%	-2&-3	1%[57 µM]
COc1cccc(NC(=O)CCN2CCN(c3ccccc3F)CC2)c1	-20%	2%	-4%	5%[57.1 µM]	0%	-6%[57.1 µM]	8%	6	28%
CCCc1nnc(NC(=O)CCC(=O)Nc2ccc(Br)cc2)s1	-21%	i	4%	0%	-6%	23%	1%	-5	17%
O=C(N/N=C/c1ccco1)c1cccc([N+](=O)[O-])c1	5%	-15%	2%	-13%	2%	-13%[57.1 µM]	0%	-5	6%
CCO[C@H]1OC(C(=O)NCc2nc3ccccc3[nH]2)=C[C@@H](C2CCCCC2)[C@@H]1CCCO	-20%	-1%	-3%	6%	1%	6%	?	0	29%
COc1ccc(-c2cc(C(=O)Oc3cccc(C)c3C)c3ccccc3n2)cc1	2%	-2%	-17%	116%[activator]	0%	120%[activator]	-12%	-3	25%
CCOCc1[nH]c(=S)[nH]c(=O)c1Cc1ccc(OCC(C)C)cc1	?	-2%	-3%	-5%[57.1 µM]	4%	-2%[57.1 µM]	-5%	0	-16%
C[n+]1ccccc1N1CCN(c2ccccc2Cl)CC1	2%	6%	6%	-5%[57.1 µM]	-9%	-14%[57.1 µM]	-11%	-6	-1%
CC(C)(C)NC(=O)NC(=O)COC(=O)Cc1ccc(Cl)cc1Cl	-7%	6%	1%	-8%	-1%	5%[57.1 µM]	12%	1	20%
COc1cc(/C=C/C(=O)OCC(=O)NCc2cccs2)ccc1OC(F)F	-16%	-5%	-1%	-2%	-13%	-9%	4%	-4	19%
O=C1NC[C@H](c2ccccc2)OC(=O)[C@H](Cc2ccc(F)cc2)CC/C=C/C[C@@H]1CC(=O)N(CCO)Cc1ccccc1	-12%	-3%	-3%	5%[57.1 µM]	7%	17%[57.1 µM]	-3%	5	-8%
O=C(Cn1cnc2scc(-c3ccc(F)cc3)c2c1=O)NCC(c1ccco1)N1CCCC1 (centres undefined)	-9%	-6%	-13%	-5%	12%	3%	-1%	-1	2%
CCn1cc(Br)c(C(=O)NN)n1	2%	-8%	-3%	-2%	-22%	-3%	6%	-14	35%[activator]
O=C(NC1CCCCCCC1)c1ccc(Br)o1	-9%	-2%	-9%	1%	-9%	-19%	1%	-9	25%
Cc1ccc(-c2nnn3c2nc(NCC(C)c2ccccc2)c2ccccc23)cc1 (centres undefined)	?	-2%	-7%	88%[activator]	19%	114%[activator]	-2%	-11	51%[activator]
O=C(CS(=O)(=O)c1cccc2nsnc12)NCc1ccccc1	-23%	9%	-1%	2%[57.1 µM]	7%	10%[57.1 µM]	-3%	3	27%[57 µM]
O=C(CSc1nnc(CNC(=O)c2ccccc2F)o1)Nc1ccc2c(c1)OCO2	-3%	-4%	9%	0%	0%	14%	5%	-5	26%
COC(=O)c1c[nH]n2c(=O)cc(CCl)nc12	-1%	.	-8%	7%[57.1 µM]	?	?	-17%	0	24%
